NS3h inh CB = blocks HCV NS3 helicase binding to DNA | NS3h Cy5-dT15 DNA binding, fluorescence polarization | inhibition, % at 100 µM | AID 687043 | 1.6% of 16,000 active;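 active means inhibition above the average over every tested compound plus 3 SD, cut at about 40% in these data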
Cy5 interf NS3h = counter-screen for HCV NS3 helicase inhibitors: fluorescence interference; Cy5-dT15 DNA with NS3h; actives lie on both sides; signal over control mean, under 1 quenches; 6% of 16,000 active; fluorescence interference ratio at 100 µM; AID 720488;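 active means compound fluorescence over control fluorescence at most 0.8, a quencher, or at least a set upper limit, an enhancer; inactive means ratio between 0.8 and the set upper limit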
Starred values were filed as active, the others as inactive. No enrichment for hits; 7% or so of the library scored in one or more.

Molecule | NS3h inh CB | Cy5 interf NS3h
CCCN1C/C(=C\c2ccc([N+](=O)[O-])cc2)C(=O)/C(=C/c2ccc([N+](=O)[O-])cc2)C1 | 7 | 0.98
Cc1ccc(S(=O)(=O)N(C)CCCC(=O)Nc2cccc(C)c2C)cc1 | 3 | 0.98
O=C(Nc1ccc(Cc2ccc(NC(=O)c3ccccc3)c(Cl)c2)cc1Cl)c1ccccc1 | 11 | 1
Cc1cc(Nc2cccc(C(F)(F)F)c2)n2c(nc3ccccc32)c1C#N | 5 | 1.1
COc1ccccc1C1CC(c2ccc(C)cc2)=NN1C(C)=O (centres undefined) | 15 | 0.95
CCOC(=O)c1c(-c2ccccc2)oc2ccc(OCC(=O)O)cc12 | 16 | 0.88
COc1ccc(Br)cc1C(=O)Nc1ccc(N2CCOCC2)cc1 | 10 | 0.98
COC(=O)c1ccc(/C=N\NC(=O)COc2ccc(I)cc2)cc1 | 5 | 0.98
Cc1oc2cc([N+](=O)[O-])c(O)c([N+](=O)[O-])c2c1C(=O)c1ccc(Br)cc1 | 6 | 0.92
COC(=O)c1c(C)oc2ccc(OC(=O)c3c(C)oc4ccc(OC(C)=O)cc34)cc12 | 16 | 0.91
Cc1cc(C)c(-n2c(O)c(C=C3C=Nc4ccccc43)c(=O)[nH]c2=O)c(C)c1 | 3 | 1
CC1(C)NN(c2ccccc2)C(=S)N1c1ccccc1 | 12 | 0.96
COc1ccc(NC(=O)CSc2ccncc2)c([N+](=O)[O-])c1 | -1 | 0.64*
COc1ccc(NC(=O)c2ccc(C(=O)c3ccccc3)o2)cc1 | 9 | 1.1
COc1ccc(C(=O)NCCC(C)C)cc1[N+](=O)[O-] | 0 | 1
CC(=O)OCCCN1C(=O)c2ccc([N+](=O)[O-])cc2C1=O | -3 | 1
O=C(NCc1cc(Br)cc(Br)c1OC(=O)c1ccc([N+](=O)[O-])cc1)c1ccccc1 | 4 | 0.98
O=c1oc2ccc(Cl)cc2cc1-c1ccccc1 | 1 | 1
COCc1cc(CN2CCC(C)CC2)c(O)c2ncccc12 | 7 | 0.98
COc1ccc(C2CC(C(F)(F)F)n3ncc(C(=O)NCCc4ccccc4)c3N2)cc1OC (centres undefined) | 21 | 0.92
Cn1ccnc1/C=C(/OC(=O)c1ccc(Cl)cc1)c1ccc(Cl)cc1 | -4 | 0.98
CCOC(=O)c1[nH]c(=O)[nH]c1CSc1nccn1C | -8 | 1
Cc1ccc(NC(=O)C(=O)NCC(C)C)c(C)c1 | 1 | 1
O=c1/c(=C/c2ccccc2OS(=O)(=O)c2ccccc2[N+](=O)[O-])sc2nc3ccccc3n12 | -3 | 0.9
COc1cc(/C=C2\SC(=S)N(C3CCS(=O)(=O)C3)C2=O)ccc1O (centres undefined) | 7 | 0.98
O=C(Nc1cccc2nsnc12)c1ccc(-c2cccc(Cl)c2)o1 | 6 | 1
O=[N+]([O-])c1ccc2c(c1)S(=O)(=O)N=C2Nc1cccnc1 | -7 | 1.1
COc1ccc(C(=O)Nc2ccccc2)cc1NC(=O)c1ccc(Cl)c(Cl)c1 | 12 | 0.91
O=C(Nc1cc([N+](=O)[O-])ccc1F)C(c1ccccc1)c1ccccc1 | 17 | 1
C/C(=N/NC(=O)/C(=C\c1ccc2c(c1)OCO2)NC(=O)c1ccccc1)c1cccc([N+](=O)[O-])c1 | -2 | 1.1

The list continues:
Molecule | NS3h inh CB | Cy5 interf NS3h
CC1=NN(C(=O)c2cocc2C)C(O)(C(F)(F)F)C1 (centres undefined) | 2 | 1
CCCCOc1ccc(-c2nc(C3CCCCC3)no2)cc1 | 5 | 0.93
CCOc1ccc(NC(=O)CC2S/C(=N/N=C(/C)c3ccc(Cl)cc3)NC2=O)cc1 (centres undefined) | 0 | 1.1
COC(=O)c1cc(-c2ccc(/C=C(\C#N)C(=O)Nc3ccccc3)o2)ccc1Cl | -2 | 1
O=C(/C=C/c1ccccc1)C1=C(O)C(=O)N(c2cccc(C(F)(F)F)c2)C1c1ccc([N+](=O)[O-])cc1 (centres undefined) | 5 | 0.95
O=C(Nc1ccccc1)Nc1nnc(/C=C/c2ccccc2)s1 | 16 | 0.97
COc1ccc(S(=O)(=O)NNC(=O)C23CC4CC(CC(C4)C2)C3)cc1 | -4 | 0.84
Cc1ccc(S(=O)(=O)N2CCN(CCNC(=O)C(=O)Nc3ccc(Br)cc3)CC2)cc1 | -5 | 1.1
CCC1=NN2C(=N)/C(=C/c3ccc(OC(=O)c4ccc(Cl)cc4)c(OC)c3)C(=O)N=C2S1 | 15 | 1
Cc1cc(Cl)ccc1NC(=O)c1cccc([N+](=O)[O-])c1 | 13 | 1
COc1ccc(/C(N)=N\OC(=O)c2ccco2)cc1 | 5 | 0.97
Cn1c(-n2c(CCCN3C(=O)c4ccccc4C3=O)nc3ccccc3c2=O)nc2ccccc21 | 12 | 0.67*
O=C(/C=C/c1ccc(OCc2ccccc2)cc1)c1ccc(Br)cc1 | -5 | 1.1
CCOC(=O)c1c(-c2ccccc2)oc2ccc(OC(=O)c3ccco3)cc12 | -1 | 1.1
O=C1NC(=S)N(c2ccc(Br)cc2)C(=O)/C1=C/c1ccc(N2CCOCC2)o1 | -2 | 0.98
CCOC(=O)C1=C(C)N=c2s/c(=C\c3ccc(NC(C)=O)cc3)c(=O)n2C1c1ccc(OC)c(OC)c1 (centres undefined) | 13 | 0.99
CCCCN(CCCC)C(=O)CSc1nc2sc(C)c(C)c2c(=O)[nH]1 | 13 | 1
Cc1ccc(NC(=O)C(C)Sc2ccc(Cl)cc2)cc1 (centres undefined) | 21 | 1.1
Cc1ccc(NC(=O)/C=C/c2ccccc2Cl)c(Br)c1 | 10 | 1.1
COc1ccc(/C=C/C(=O)Nc2ccc(F)c([N+](=O)[O-])c2)cc1 | 34 | 0.94
Cc1cccc(NC(=O)C(=O)NCCc2ccc(Cl)cc2)c1 | -2 | 0.99
Cc1c(OCc2ccccc2)ccc2c3c(c(=O)oc12)CCC3 | 10 | 1.1
CCOC(=O)N1N=C(c2ccc(F)cc2)CC1(O)C(F)(F)F (centres undefined) | 5 | 1.1
Cc1ccc2oc(-c3ccc(NC(=O)Cc4ccccc4)cc3O)nc2c1 | -18 | 1
O=C(CC1S/C(=N/N=C\c2cccc(O)c2)NC1=O)Nc1ccccc1C(F)(F)F (centres undefined) | -11 | 1.2
CC(c1ccccc1)c1nnc(NC(=O)c2ccco2)s1 (centres undefined) | 5 | 0.99
O=C(O)CCCC(=O)N1N=C(c2ccc(Br)cc2)CC1c1ccco1 (centres undefined) | 1 | 1.1
O=C1NC(=O)C(=Cc2ccc(-c3cc(Cl)c([N+](=O)[O-])cc3Cl)o2)C(=O)N1 | -141 | 0.04*
C=C(C)c1ccccc1NC1=NS(=O)(=O)c2ccccc21 | -16 | 1
Cc1cccc(C)c1NC(=S)NC(=O)c1ccco1 | -6 | 1

The listing continues.
Screens in order: NS3h inh CB | Cy5 interf NS3h
COc1cccc(NC(=O)CN(c2ccc(OC)cc2OC)S(=O)(=O)c2ccc(C)cc2)c1
    26 | 0.9
CCOC(=O)C1=C(C)N=c2s/c(=C\c3ccc(Br)o3)c(=O)n2C1c1ccc(F)cc1 (centres undefined)
    0 | 1
CCOc1cccc(C(=O)Nc2nnc(C(c3ccccc3)c3ccccc3)s2)c1
    10 | 1.1
CCOc1ccccc1/C=C1/C(=O)NN(c2ccc(Br)cc2)C1=O
    8 | 1
CCOc1cc(/C=C2/SC(=S)NC2=O)cc(Br)c1OCc1ccc(F)cc1
    83* | 1
CCN(Cc1ccccc1)C(=O)c1ccc([N+](=O)[O-])cc1
    -20 | 1.1
O=C(NCCNc1c(Cl)cccc1[N+](=O)[O-])c1cc(F)c(F)cc1Cl
    9 | 0.89
CCCCOC(C)n1cc(Cl)c(=O)[nH]c1=O (centres undefined)
    -4 | 1
COC(=O)C1=C(C)N=c2s/c(=C\c3ccc(F)cc3)c(=O)n2C1c1ccccc1 (centres undefined)
    4 | 0.99
O=C1CC(c2ccc([N+](=O)[O-])cc2)=NN1
    -1 | 1

Next section
Screens in order: NS3h inh CB | Cy5 interf NS3h
COc1ccc(-c2nn(-c3ccccc3)cc2/C=c2\sc3nc(-c4ccc(C)cc4)nn3c2=O)cc1
    10 | 0.92
COCCNC(=O)c1ccc(Cl)c([N+](=O)[O-])c1
    4 | 1.1
CCCCc1cccc(C(=O)CSc2nc(C)c(C)c(C)c2C#N)c1
    8 | 0.95
COC(=O)c1ccc(NC(=O)c2ccc(F)cc2)cc1
    9 | 1.1
O=C(Nc1cc([N+](=O)[O-])ccc1Cl)c1cc(-c2ccc(Cl)cc2)nc2ccccc12
    9 | 1
COC(=O)C1=C(C)NC2=C(C(=O)c3ccccc32)C1c1ccc(OCc2ccc(F)cc2)c(Cl)c1 (centres undefined)
    33 | 0.87
CCOc1ccc(NC(=O)c2cccc(C(F)(F)F)c2)c([N+](=O)[O-])c1
    12 | 1.2
Cc1ccc2cc(C3=C/C(=C/c4ccccn4)C(=O)O3)ccc2c1
    14 | 1.1
CCOC(=O)c1c(NC(=O)Cc2ccc(Cl)cc2)sc(C(=O)Nc2ccc(OC)cc2OC)c1C
    -8 | 1
O=C(NC(=S)Nc1ccc(N2CCCCC2)c(Cl)c1)c1ccco1
    9 | 1

(cont.)
Screens in order: NS3h inh CB | Cy5 interf NS3h
Cc1ccc(C2=NOC(=O)/C2=C\C=C\c2ccccc2)cc1
    18 | 0.99
COc1ccc(N2C(=O)/C(=C\c3ccc4ccccc4c3)SC2=S)cc1
    10 | 1.1
O=c1oc2cc(OC/C=C/c3ccccc3)ccc2c2ccccc12
    9 | 1.1
CC1CCN(c2cc(N3CCN(C(=O)c4cccc(F)c4)CC3)c([N+](=O)[O-])cc2F)CC1
    -2 | 1.1
Cc1ccccc1NC(=O)c1c(NC(=O)Cc2ccccc2)sc2c1CCCCC2
    11 | 1.1
Cc1ccc(S(=O)(=O)Oc2ccccc2/C=C2/SC(=S)N(Cc3ccccc3)C2=O)cc1
    4 | 1
CN(C)c1ccc(C(=O)NCc2ccc(S(N)(=O)=O)cc2)cc1
    11 | 1.1
O=C(CSc1ncn[nH]1)Nc1cccc(C(F)(F)F)c1
    -6 | 0.87
COc1ccc2oc(=O)c(C(=O)Nn3cnnc3)cc2c1
    7 | 0.96
COc1ccc(C(=O)NCCNc2ccc([N+](=O)[O-])cc2)cc1OC
    40 | 1.1

As entered above.
NS3h inh CB result of COc1ccc(N2C(=O)/C(=C\c3ccc4ccccc4c3)SC2=S)cc1 : 10
NS3h inh CB result of Cc1ccc(C2=NOC(=O)/C2=C\C=C\c2ccccc2)cc1 : 18
Cy5 interf NS3h result of O=c1oc2cc(OC/C=C/c3ccccc3)ccc2c2ccccc12 : 1.1
Cy5 interf NS3h result of Cc1ccccc1NC(=O)c1c(NC(=O)Cc2ccccc2)sc2c1CCCCC2 : 1.1
Cy5 interf NS3h result of CN(C)c1ccc(C(=O)NCc2ccc(S(N)(=O)=O)cc2)cc1 : 1.1
Cy5 interf NS3h result of O=C(CSc1ncn[nH]1)Nc1cccc(C(F)(F)F)c1 : 0.87
Cy5 interf NS3h result of CC1CCN(c2cc(N3CCN(C(=O)c4cccc(F)c4)CC3)c([N+](=O)[O-])cc2F)CC1 : 1.1

An excerpt of these results, with each value named.
Cc1ccccc1NC(=O)c1c(NC(=O)Cc2ccccc2)sc2c1CCCCC2
  NS3h inh CB: 11; Cy5 interf NS3h: 1.1

O=C(CSc1ncn[nH]1)Nc1cccc(C(F)(F)F)c1
  NS3h inh CB: -6; Cy5 interf NS3h: 0.87

O=c1oc2cc(OC/C=C/c3ccccc3)ccc2c2ccccc12
  NS3h inh CB: 9; Cy5 interf NS3h: 1.1

Cc1ccc(S(=O)(=O)Oc2ccccc2/C=C2/SC(=S)N(Cc3ccccc3)C2=O)cc1
  NS3h inh CB: 4; Cy5 interf NS3h: 1

Going on with the list:
Screens in order: NS3h inh CB | Cy5 interf NS3h
COCCCNC(=O)CN(c1ccc(C)cc1)S(C)(=O)=O
    2 | 1.1
N#Cc1c(N)c(C(=O)c2ccc(Br)cc2)n2c1CCC2
    7 | 1.1
O=C1NC(=S)S/C1=C/c1ccc(OCc2ccc(Cl)cc2)cc1
    19 | 0.97
COc1ccc(NC(=O)C(=O)NCC2CCCO2)cc1Cl (centres undefined)
    9 | 0.95
CN(C)c1ccc(-c2nc3cc(NC(=O)c4cc5ccccc5o4)ccc3o2)cc1
    3 | 1
O=C(O)CCCc1nc2ccccc2[nH]1
    1 | 0.73*
Cc1cc(/C=C2\C(=O)NC(=S)N(c3ccc(Cl)cc3)C2=O)c(C)n1C
    -1 | 1.1
CCOC(=O)C1=C(C)N=c2s/c(=C\c3ccc([N+](=O)[O-])o3)c(=O)n2C1c1ccc(OCC)cc1 (centres undefined)
    -6 | 0.86
COc1ccc(NC(=O)c2ccc3c(c2)C(=O)N(c2ccccc2-c2ccccc2)C3=O)c(OC)c1
    11 | 1
CCC1=NN2C(=N)/C(=C/c3ccc(-c4ccc([N+](=O)[O-])cc4C)o3)C(=O)N=C2S1
    4 | 0.99

The listing continues:
Screens in order: NS3h inh CB | Cy5 interf NS3h
COc1ccc(/C=C/C(=O)Nc2ccccc2OC)cc1Br
    14 | 1.1
O=C(NCc1ccccc1Cl)c1cccc(Br)c1
    11 | 1
NC1=NC(=O)/C(=C\c2ccc(S(=O)(=O)O)cc2)S1
    6 | 1.1
O=C(O)CC(C(=O)O)P(=O)(c1ccccc1)c1ccccc1 (centres undefined)
    2 | 1.1
CC1=C(C(=O)OCCc2ccccc2)C(c2coc3ccc(Cl)cc3c2=O)C2=C(CC(C)(C)CC2=O)N1 (centres undefined)
    2 | 0.94
C=CCN1C(=O)/C(=C2/C=Cc3cc(C)ccc3N2CC)SC1=S
    4 | 0.99
C/C(=N/NC(=O)COc1ccc(Cl)cc1[N+](=O)[O-])c1cccs1
    -12 | 1.1
Cc1ccccc1-c1nc(Cc2ccccc2Cl)no1
    5 | 0.98
COc1cc(C2NC(=S)NC(C)=C2C(=O)Nc2cccc(Cl)c2)ccc1O (centres undefined)
    1 | 0.97
O=C(/C=C/c1cccc(C(F)(F)F)c1)Nc1ccc(Br)cc1
    2 | 1
CC(C)c1ccccc1NC1=NS(=O)(=O)c2cc([N+](=O)[O-])ccc21
    2 | 1
